Nrf2 ARE act: activators of Nrf2 (ARE) signaling; AID 624171; Potency, µM (highest dose often 46.1 µM), inactives show at the highest dose activation, usual class: activators; hit rate 0.31% among 410,000; AREc32 ARE-luciferase reporter (MCF7-derived line), luminescence, 24 h; note: potency is the fitted concentration of half-maximal effect; % of control where 0% means no effect; nearly all actives have a fitted effect of over 65% in size
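ARE-driven firefly luciferase activity in AREc32 cells measured after a 24 hr compound exposure at 37 deg C, using Steady-Glo reagent and a 30 min room-temperature hold.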
S2 tox: cell viability loss in ATXN counter-screen | S2 cells (HEK-293 line with an ATXN2-luciferase reporter) viability, CellTiter-Fluor protease fluorescence, 24 h | Potency, µM (highest dose often 56.7 µM), actives largely listed as cytotoxic | hit rate 0.49% among 400,000 | AID 651635; note: potency is the fitted concentration of half-maximal effect; nearly all actives have a fitted effect of over 40% in size
EPAC2 agonist: agonists of human EPAC2 (RAPGEF4); Q8WZA2; EPAC2 activation, biochemical qHTS; response scale: 100% = 6.5 mM cAMP response; Potency, µM (doses to about 154 µM), for the others: top-dose activation, usual class: activators; hit rate 0.079% among 360,000; note: potency is the fitted concentration of half-maximal effect; nearly all actives have a fitted effect of over 50% in size
Target sequence (Q8WZA2 whole entry, looked up): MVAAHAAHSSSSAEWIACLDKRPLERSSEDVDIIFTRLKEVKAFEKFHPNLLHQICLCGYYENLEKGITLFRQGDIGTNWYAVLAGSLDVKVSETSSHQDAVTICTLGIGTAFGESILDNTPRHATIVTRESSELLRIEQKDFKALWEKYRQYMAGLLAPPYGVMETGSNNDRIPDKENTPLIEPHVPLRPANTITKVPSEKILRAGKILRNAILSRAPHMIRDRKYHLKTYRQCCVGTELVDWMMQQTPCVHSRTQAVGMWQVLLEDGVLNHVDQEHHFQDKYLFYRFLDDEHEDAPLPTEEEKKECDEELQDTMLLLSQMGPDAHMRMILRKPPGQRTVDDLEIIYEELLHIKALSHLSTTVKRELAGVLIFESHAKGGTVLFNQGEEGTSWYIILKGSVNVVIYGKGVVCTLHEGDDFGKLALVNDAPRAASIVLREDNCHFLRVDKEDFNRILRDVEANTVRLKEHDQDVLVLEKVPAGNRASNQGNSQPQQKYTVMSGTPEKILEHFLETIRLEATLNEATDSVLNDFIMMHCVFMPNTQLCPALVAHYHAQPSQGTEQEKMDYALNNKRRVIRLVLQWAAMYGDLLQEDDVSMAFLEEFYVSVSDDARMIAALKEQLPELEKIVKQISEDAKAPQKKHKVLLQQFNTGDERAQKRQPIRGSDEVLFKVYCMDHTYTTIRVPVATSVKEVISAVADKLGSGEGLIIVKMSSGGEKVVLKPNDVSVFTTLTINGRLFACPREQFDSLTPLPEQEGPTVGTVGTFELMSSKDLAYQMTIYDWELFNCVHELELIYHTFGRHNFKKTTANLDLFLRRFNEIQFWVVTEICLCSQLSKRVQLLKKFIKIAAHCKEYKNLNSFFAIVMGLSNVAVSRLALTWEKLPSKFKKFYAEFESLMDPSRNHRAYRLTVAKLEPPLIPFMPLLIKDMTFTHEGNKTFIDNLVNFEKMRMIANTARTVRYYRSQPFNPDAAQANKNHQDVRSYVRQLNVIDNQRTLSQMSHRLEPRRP
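Each well held 100 nM EPAC2, 250 nM RAP1B-BODIPY-GDP and 50 uM GDP. Fluorescence, read at 5-min intervals to 30 min, was referenced to a 6.5 mM cAMP positive control.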
A549 viability: counter-screen for Nrf2 inhibitors: cytotoxicity in A549 cells; AID 504648; Potency, µM (top dose mostly 46 µM), inactives show at the top dose activity change, negative = cytotoxicity, hits mostly inhibitors; A549 ARE-Fluc cells, CellTiter-Fluor viability, 18-24 h; hit rate 0.16% among 390,000; note: potency is the fitted concentration of half-maximal effect; % is set by controls: 0 for no effect and ±100 for the full control effect
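Cytotoxicity counterscreen: CellTiter-Fluor fluorescence was measured in A549 ARE_Fluc cells after 18-24 h of compound exposure in a concentration series. The subsequent BugLite luminescent read reports ARE-luciferase activity.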
TGFb inhibitor: TGF-b pathway inhibition; hit rate 1.2% among 410,000; AID 588855; HepG2 CAGA-GFP TGF-b/SMAD3 reporter, GFP fluorescence, 18 h; TGF-beta stimulated, 500 pg/mL final; Potency, µM (highest dose often 46.1 µM), without a hit: at the top dose activity, negative = inhibition, usual class: inhibitors; note: potency is the fitted concentration of half-maximal effect; % is set by controls: 0 for no effect and ±100 for the full control effect; nearly all actives have a fitted effect of over 65% in size
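HEPG2 CAGA-GFP reporter cells (1000/well, DMEM with 1% FBS) received compounds, then recombinant TGF-beta at 500 pg/mL final for 18 hours at 37 degrees C. Per-cell GFP summed per well was normalised to unstimulated and stimulated DMSO controls before curve fitting.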
Nrf2 inh: blocks Nrf2 signaling; hit rate 2.1% among 360,000; Potency, µM (highest dose often 46 µM), for the others: top-dose activity change, negative = inhibition, most hits filed as inhibitors; A549 ARE-Fluc reporter, luciferase luminescence, 18-24 h; AID 504444; note: potency is the fitted concentration of half-maximal effect; % is set by controls: 0 for no effect and ±100 for the full control effect; nearly all actives have a fitted effect of over 60% in size
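Two sequential reads on A549 ARE_Fluc cells exposed to compound for 18-24 h: a CellTiter-Fluor fluorescence read for viability, then a luciferase luminescence read for Nrf2/ARE activity.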
IL2 activator: activates IL-2 in a cell-based reporter assay; hit rate 0.065% among 360,000; activation, % (series mostly up to about 46 µM); AID 652025; IL-2 activation reporter assay, cell-based qHTS; stimulated with anti-CD3/CD4/CD28 beads; in transgenic mouse T cells; in the data active = activation above about 50%; inconclusive = mostly about 30% to 49%; note: 0% is about no effect
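Using fluorescent plate cytometry, EGFP and DsRed are detected in transgenic mouse T cells stimulated 18 h at 37 degrees C with antibody-coated beads after 60 min compound pretreatment.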
HepG2 tox: HepG2 cytotoxicity, counter-screen for TGF-b inhibitors; HepG2 CAGA-GFP viability, ATP luminescence, 18 h; Potency, µM (doses to about 46.1 µM), inactives show top-dose activity change, negative = cytotoxicity, most hits filed as cytotoxic; hit rate 0.76% among 410,000; note: potency is the fitted concentration of half-maximal effect; some results filed as inactive show a strong effect at the top dose
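CellTiter-Glo luminescence gave cytotoxicity after 18 hours at 37 degrees C. The cells were HepG2 CAGA-GFP in 1% FBS DMEM, stimulated with 500 pg/mL TGF-beta after compound addition. %Activity was normalised to no-cell wells (complete cell-killing) and DMSO (no toxicity), and curves were fitted and classified.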
ATXN2 expr inh: reduces ATXN2 reporter expression in HEK-293 cells; Potency, µM (highest dose often 57 µM), for inactives: at the highest dose activity change, negative = inhibition, actives largely listed as inhibitors; AID 1745845; hit rate 0.72% among 360,000; HEK-293 ATXN2-luciferase reporter, luminescence, 24 h; note: potency is the fitted concentration of half-maximal effect; % is set by controls: 0 for no effect and ±100 for the full control effect; nearly all actives have a fitted effect of over 55% in size
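ATXN2-luciferase reporter cells (luciferase flanked by upstream and downstream ATXN2 gene portions) were treated 24 h at 37 °C with compounds at up to 57 uM. SteadyGlo luminescence gave expression; GF-AFC fluorescence gave viability.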
The depositor's hits bear a star; i = inactive; ? = inconclusive; / = not tested or not shown; [ ] = dose if it differs, or a comment. Unless noted, calls come from the whole dose curve; as a rule, active = well fitted curve in the direction sought with a large enough effect; inconclusive = small, poorly fitted or top-dose-only effect, or another doubt; inactive = no such curve, though single readings can be large; an effect the other way counts as inactive or inconclusive.

SMILES	Nrf2 ARE act	S2 tox	EPAC2 agonist	A549 viability	TGFb inhibitor	Nrf2 inh	IL2 activator	HepG2 tox	ATXN2 expr inh
CCN1CCCc2cc(CN(CCN3CCOCC3)C(=S)Nc3cccc(C)c3)ccc21	-0.8%	i	6%	-13%	4%	-15%	-0.2	-18%	-25%
Clc1ccc(-c2csc(=Nc3ccccc3)n2Cc2ccc3c(c2)OCO3)cc1	7.8%	i	/	6%	-3%	-15%	/	-18%	44%[activator]
COC(=O)/C=C/c1ccccc1CN1[C@@H](CC(=O)OC)c2ccccc2S1(=O)=O	2.6%	i	-1%	-2%	9%	-12%	-0.2	19%	8%
N#Cc1nc(-c2ccco2)oc1NCc1ccc(F)cc1	3.6%	i	13%	-4%	5%	-20%	-0.1	-21%	-4%
CCCCC(=O)N(Cc1nc2sc(C)c(C)c2c(=O)[nH]1)C1CCCC1	0.4%	i	6%	-4%	-10%	-8%	-2.8	2%	-16%
COc1ccc(S(=O)(=O)N2CCCCC2)cc1NC(=O)Cn1cnc2c1c(=O)n(C)c(=O)n2C	0.5%	i	7%	-14%	-7%	-13%	0.8	-2%	7%
O=c1[nH]snc1-c1c(Cl)cccc1Cl	-0.6%	i	-1%	-4%	2%	-8%	0.7	-3%	6%
Cc1ccnc(SCC(=O)N2CCc3ccccc32)n1	0.5%	i	3%	-1%	-9%	?	-0.5	-2%	0%
CC1=NN(c2ccccc2)C(c2ccco2)C1 (centres undefined)	16%	i	12%	21%	17%	22%	0.1	-2%	-16%
Cc1noc(C)c1NC(=O)N(C)C[C@@H]1Oc2ncc(Br)cc2C(=O)N([C@@H](C)CO)C[C@@H]1C	0.2%	i	4%	/	14%	/	1.7	11%	6%
O=C(Nc1ccc2oc(-c3cccc(F)c3)nc2c1)c1ccc2ccccc2c1	4.9%	i	/	2%	-1%	11%	/	1%	3%
CCOC(=O)N1CCC(Nc2c(-c3ccc(C)c(C)c3)c(=O)c2=O)CC1	-0.3%	i	-10%	-3%	-2%	-12%	-1.5	-21%	-9%
O=C(NCCn1cccn1)C1CCC(=O)N(CC2CCCCC2)C1 (centres undefined)	0.1%	?	7%	-1%	9%	11%	-3.1	7%	5%
CCC(C)NC(=O)CN1C(=O)NC2(CCc3ccccc3C2)C1=O (centres undefined)	-0.2%	i	4%	-2%	0%	1%	0.6	-16%	/
CCOc1c(C)cnc2c1c(=O)n(CC(=O)NCC1CCCO1)c(=O)n2C (centres undefined)	0.2%	?	-3%	0%	-3%	-8%	-3.1	4%	-1%

Brought forward from above: four entries, followed by the next part.
SMILES	Nrf2 ARE act	S2 tox	EPAC2 agonist	A549 viability	TGFb inhibitor	Nrf2 inh	IL2 activator	HepG2 tox	ATXN2 expr inh
CCOC(=O)N1CCC(Nc2c(-c3ccc(C)c(C)c3)c(=O)c2=O)CC1	-0.3%	i	-10%	-3%	-2%	-12%	-1.5	-21%	-9%
O=C(NCCn1cccn1)C1CCC(=O)N(CC2CCCCC2)C1 (centres undefined)	0.1%	?	7%	-1%	9%	11%	-3.1	7%	5%
CCC(C)NC(=O)CN1C(=O)NC2(CCc3ccccc3C2)C1=O (centres undefined)	-0.2%	i	4%	-2%	0%	1%	0.6	-16%	/
CCOc1c(C)cnc2c1c(=O)n(CC(=O)NCC1CCCO1)c(=O)n2C (centres undefined)	0.2%	?	-3%	0%	-3%	-8%	-3.1	4%	-1%
CC(=O)c1cccc(N=Nc2c(C)[nH]c3ccccc23)c1	17%[9.22 µM]	i	-4%	2%	-6%	13%	-0.1	-10%	33%[activator]
CCOc1ccc(N=C(NC#N)SCC(=O)NC2CC2)cc1	-0.2%	i	5%	-15%	-21%	/	-2.0	-13%	8%
Nc1nc(Nc2cccc(Cl)c2)nc(NCCO)c1[N+](=O)[O-]	?	i	7%	5%	-22%	14%	-0.7	-19%	?
CCn1c(=O)cc(OCC(=O)NCc2cccs2)c2ccccc21	4.8%	i	1%	0%	1%	-4%	-1.4	-27%	-4%
O=c1c2ccccc2[nH]c(=S)n1CCN1CCc2ccccc2C1	4.6%	i	-15%	-5%	?	5%	0.6	-23%	0%
Cc1cccc(Cn2c(=O)n(CCCC(=O)NCc3ccccc3Cl)c(=O)c3ccccc32)c1	0.2%	?	/	-18%	?	10µM*	/	-20%	-38%
CSc1nc(=O)n(CCC#N)nc1SC	-0.2%	?	-2%	/	-6%	/	0.4	-6%	?
COc1ccc(N2C(=O)Cc3ccccc3C2=O)cc1	14%	i	7%	-3%	2%	3%	-1.1	-1%	-5%
CC(=O)Nc1sc(N/N=C/c2ccc(C)cc2)nc1-c1ccc(C)cc1	7.1%	i	10%	0%	-11%	14%	1.7	-56%	/
O=C(NC1CCN(S(=O)(=O)c2cccc(F)c2)CC1)c1ccc(F)cc1	0.4%	i	-1%	0%	-1%	-12%	0.1	-7%	-17%
CCCN1CCN(CCCNC(=O)Cn2cc3c(n2)CCCC3)CC1	-0.5%	i	5%	-12%	1%	-9%	-3.1	-12%	3%
CCN1CCn2c3c(c4cc(Br)ccc42)CCCC31 (centres undefined)	2.4%	i	5%	-14%	0%	/	-0.2	-22%	35%[activator]
O=C(NCc1nnc(SCC(=O)N2CCOCC2)o1)c1c(F)cccc1Cl	-0.8%	i	1%	2%	-3%	-7%	3.0	-2%	-10%[11.3 µM]
CC(C)Oc1ccc(C(=O)NC(C)(C)CO)cc1	-0.6%	i	12%	-2%	-6%	6%	-1.4	1%	14%
COc1ccc(-n2c(SC(C)C(=O)Nc3ccc(NC(C)=O)cc3)nc3ccccc3c2=O)cc1OC (centres undefined)	6.4%	?	-4%	-18%	7%	-20%	0.4	11%	10%
COCCn1c(SC(C)C(=O)Nc2ncc(Cl)cc2Cl)nc2ccccc21 (centres undefined)	0.5%	i	-10%	-13%	6%	?	-2.5	-5%	33%[activator]
CCn1c(=O)c2ccccc2n2c(SCC(=O)NCc3cccs3)nnc12	-0.3%	i	-10%	-4%	4%	/	0.1	8%	2%
CCOC(=O)c1nn(-c2ccc([N+](=O)[O-])cc2)cc1O	0.3%	i	11%	7%	2%	-2%	0.1	2%	/
CCC(CC)C(=O)N(C)c1c(C)nc2c(OCc3ccccc3C)cccn12	-0.4%[9.22 µM]	i	7%	/	-24%	/	-0.7	-48%	-22%
CCc1nc2ccc(C(=O)Nc3cc(-c4ccccc4)ccc3OC)cn2c1N(C)Cc1nccs1	-0.4%[9.22 µM]	?	9%	/	?	/	-0.8	-32%	0%
Cc1[nH]c2ccccc2c1[C@H]1[C@@H](CC#N)C1(C)C	1.8%	i	10%	8%	-12%	-28%	0.3	-27%	4%
CNC(=S)NN=C(C)c1ccc(OC)cc1O	?	?	2%	8%	?	8%	0.0	-3%	-15%
CC(C)C(c1nnnn1C1CCCC1)N1CCc2ccccc21 (centres undefined)	-0.2%	i	17%	/	-8%	-6%	-2.7	-16%	-14%
O=[N+]([O-])c1ccc(Oc2ccc(Oc3ccc(C(F)(F)F)cn3)cc2)nc1	0.0%	i	14%	0%	?	16µM*	0.3	-40%	/
Cc1ccc(NCC(=O)N2CCN(S(=O)(=O)c3ccccc3)CC2)cc1F	0.3%	?	4%	-5%	1%	-8%	-1.7	3%	-5%
N#Cc1cc2c(nc1SCC(=O)N1CCCCC1)CCCCC2	-0.2%	i	-1%	1%	6%	8%	-1.0	-16%	0%
COc1ccc(C2CC(=O)c3c([nH]c(C(=O)OCCOc4ccccc4)c3C)C2)cc1OC (centres undefined)	-0.6%	i	/	0%	?	/	/	-8%	-20%
CCCOc1ccccc1C(=O)Nc1ccc(S(=O)(=O)N2CCN(C)CC2)cc1	0.3%	i	7%	0%	0%	-29%	0.8	-26%	0%
O=C(C(=NNc1ccccc1)c1ccccc1)c1ccccc1	-0.4%	i	16%	-17%	-2%	-29%	-0.7	-4%	-13%
O=C1OC(COc2ccc(Br)cc2)CN1c1ccccc1 (centres undefined)	-0.3%	i	0%	3%	-8%	20%	0.7	13%	-10%
COc1ccc(NC(=O)c2ccc(S(=O)(=O)N(C)c3ccccc3)cc2)cn1	0.0%	i	30%	-8%	-4%	?	0.7	-23%	-21%
CCCCC(=O)NC(=S)Nc1ccccc1N1CCCCC1	0.2%	i	11%	6%	?	-8%	1.4	-5%	6%
COC(=O)c1cccc(NC(=O)c2ccc(OC)c(Cl)c2)c1	3.2%	?	4%	-15%	-3%	?	-1.8	-28%	18%
O=C(NCc1ccc(F)cc1)c1cc(C2CCCCN2C(=O)OCCF)on1 (centres undefined)	-0.5%[9.22 µM]	i	15%	/	10%	/	0.4	2%	0%
CN(Cc1ccccc1)S(=O)(=O)c1ccc2[nH]c(=O)ccc2c1	0.5%	i	12%	16%	0%	4%	-1.8	-3%	0%
Cc1[nH]c(=O)[nH]c(=S)c1C(=O)Nc1ccc(Cl)c(Cl)c1	3.4%	i	5%	-2%	0%	4%	-0.3	-9%	-15%
COc1cccc(C(=O)NC2CCN(C(=O)N3c4ccccc4Sc4ccccc43)CC2)c1	2.8%	i	15%	-14%	-23%	?	-0.4	-18%	?
CCN(CC)C(=O)C1CCCN(c2ncnc3c2c(-c2ccccc2)cn3-c2cccc(C)c2)C1 (centres undefined)	-0.1%	/	/	-12%	-4%	/	/	0%	/
O=C(O)c1ccc(/C=N/N2CCN(Cc3ccc(Cl)cc3)CC2)cc1	0.0%	i	-1%	-3%	0%	-1%	-0.2	4%	-2%
O=S(=O)(Nc1ccc(F)cc1)c1ccc(NS(=O)(=O)c2cccs2)cc1	-0.9%	i	6%	3%	-11%	-14%	-1.6	11%	2%

Source: PubChem BioAssay (National Center for Advancing Translational Sciences (NCATS))
